From PubChem BioAssay
NPYLR7 agonist = activates Aedes aegypti NPYLR7 receptor. activation, % at 10 µM. hit rate 0.15% among 270,000. HEK293T NPYLR7/Galpha15, GCaMP6s calcium fluorescence; in the data active = activation above about 40%;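 note: 0% = vehicle and 100% = reference agonist at the receptor; some compounds past the cut are filed as inactive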
mcGAS inh = mouse cGAS inhibition by luminescence. Q8C6L5. hit rate 0.15% among 160,000. recombinant cGAS, Kinase-Glo ATP depletion luminescence. inhibition, % at 12.5 µM;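 note: 0% = negative control wells and 100% = reference inhibitor with no enzyme activity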
hcGAS lum = blocks human cGAS activity. inhibition, % at 12.5 µM. recombinant h-cGAS, ATP depletion, Kinase-Glo luminescence. hit rate 0.081% among 290,000. AID 1259398. Q8N884;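 note: 0% = vehicle reaction and 100% = reaction without DNA for no activity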
Target sequence (Q8N884 whole entry, looked up): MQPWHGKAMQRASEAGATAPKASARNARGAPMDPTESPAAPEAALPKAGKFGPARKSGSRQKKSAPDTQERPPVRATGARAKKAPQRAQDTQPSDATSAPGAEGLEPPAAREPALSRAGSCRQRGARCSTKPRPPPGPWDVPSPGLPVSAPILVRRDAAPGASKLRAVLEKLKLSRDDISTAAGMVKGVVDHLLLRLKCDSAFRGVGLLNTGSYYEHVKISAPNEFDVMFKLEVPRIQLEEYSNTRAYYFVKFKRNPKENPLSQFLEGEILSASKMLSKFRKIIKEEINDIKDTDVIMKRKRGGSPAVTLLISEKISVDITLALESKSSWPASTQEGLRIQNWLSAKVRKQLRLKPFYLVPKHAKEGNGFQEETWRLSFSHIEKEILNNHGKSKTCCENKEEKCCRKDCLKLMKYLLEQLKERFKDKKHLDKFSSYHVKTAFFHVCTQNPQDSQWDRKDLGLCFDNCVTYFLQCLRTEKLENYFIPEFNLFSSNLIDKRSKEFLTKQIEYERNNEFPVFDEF
* = called active by the depositor; / = not tested or not shown; & = joins results of further samples. Cut-off read from the data, not from the text of the source, unless noted: active = inhibition above about 40%; inactive = the rest.

Value order: NPYLR7 agonist | mcGAS inh | hcGAS lum
> O=C1Nc2ccc(Cl)cc2/C1=C\c1ccc(Br)s1
→ -0.4 | / | -3.1
> CCOc1ncccc1-c1ccc[nH]c1=O
→ 8.6 | / | -5.0
> CCc1cc(=O)[nH]c(-n2nc(C)cc2NC(=O)C(c2ccccc2)c2ccccc2)n1
→ 8.9 | -7.2 | -7.2
> CCC(C)N(CC(=O)N(Cc1cccn1Cc1ccccc1Cl)CC(C)C)C(=O)NC1CCCCC1 (stereo not drawn)
→ / | -2.8 | -5.1
> Cc1ccc(C)c(C(C)NCC(=O)Nc2cccc3nsnc23)c1 (stereo not drawn)
→ 8.4 | -14.6 | -7.4
> Cc1cc(/C=C(\C#N)C(N)=S)c(C)c(Cn2ccc(C(F)(F)F)n2)c1
→ -8.4 | / | -6.2
> COc1ccccc1C1CC(c2ccccc2)=NN1c1ccccc1 (stereo not drawn)
→ -1.1 | / | -6.2
> O=C(Oc1ccccc1)c1ccc(S(=O)(=O)NC2CC2)cc1
→ 11.2 | / | -6.1
> C/C(=N/N=C1\NC(=O)C(CC(=O)Nc2ccccc2C)S1)C(C)(C)C (stereo not drawn)
→ 4.6 | / | -11.4
> COCCOC(=O)C1=C(C)NC(=O)NC1c1ccc(F)cc1 (stereo not drawn)
→ -2.0 | / | -0.9
> CC(C)n1cc2c(n1)CC(N)CC2 (stereo not drawn)
→ -2.5 | / | -5.4
> CCSc1nc(CC(=O)N(C)Cc2nc(-c3ccncc3)no2)cs1
→ 7.2 | -17.6 | -7.7
> Cn1cccc1C=NN=C1NC(=O)C(CC(=O)O)S1 (stereo not drawn)
→ -8.0 | / | -1.2
> COc1ccc(CCNC(=O)c2cc(NC(C)=O)ccc2Cl)cc1OC
→ 14.8 | -18.8 | -4.3
> COc1ccc(Cl)cc1Cn1c(C)c(C(=O)NCc2ccco2)sc1=O
→ 6.2 | / | -5.3
> CC(C)N=C1NN=C(c2ccc(Cl)cc2Cl)CS1
→ -1.4 | -10.5 | -3.3
> COc1cc(=O)n(-c2ccc(F)cc2)nc1C(=O)N1CCN(c2ccccc2)CC1
→ 11.7 | -8.3 | -8.3
> C[C@@H](NC(=O)OC(C)(C)C)C(=O)NCC1(O)CCCc2ccccc21 (stereo partly drawn)
→ 9.9 | / | -9.8
> Cc1ccc(CN2CCC2(C)C(=O)Nc2ccc(C)cc2)cc1 (stereo not drawn)
→ 0.9 | / | -5.9
> Cc1sc2nc(C(C)C)nc(N3CCN(S(=O)(=O)/C=C/c4ccccc4)CC3)c2c1C
→ 18.0 | -5.3 | -3.0
> CCO[C@H]1COC[C@@H]1n1cc(-c2ccc3c(c2)OCCO3)nn1
→ 11.7 | / | -3.1
> O=C(c1ccc(-c2ccccc2)cc1)N1CCN(c2ccc(-n3cccn3)nn2)CC1
→ -2.5 | -3.3 | -1.0
> CCOC(=O)C1CSCCN1c1ccc2nnnn2n1 (stereo not drawn)
→ -0.1 | / | -11.3
> Clc1ccc(-c2ccc(CN3CCOCC3)cn2)cc1Cl
→ 5.7 | / | -3.4
> COc1ccc(C=CC(=O)OCC(=O)c2ccccc2Br)c(OC)c1
→ -3.8 | -1.5 | -2.5
> O=S(=O)(C(F)F)N1CCC(CNc2cccc(F)n2)CC1
→ 11.8 | / | -5.6
> O=C(NCCc1ccccn1)c1cccc(CSc2nc(Cl)cc(N3CCN(C/C=C/c4ccccc4)CC3)n2)c1
→ -16.4 | 0.4 | 1.7
> COC(=O)c1ccc(NC(=O)CSc2nccn3nc(-c4cccc5ccccc45)cc23)cc1
→ -3.7 | -6.8 | -5.3
> COc1cc(S(=O)(=O)NCc2ccc3c(c2)OCO3)ccc1F
→ -2.5 | -7.6 | -5.2
> CCOc1ccc(NC(=O)CSc2ccc3nnc(CCNC(=O)c4ccccc4)n3n2)cc1
→ 8.7 | -6.3 | -4.3
> CC(C)c1ccc(CC(=O)N2CCC2(C)C(=O)Nc2ccc3nc[nH]c3c2)cc1 (stereo not drawn)
→ 3.7 | / | 2.3
> O=C(c1ccc(Cl)nc1)N1CCC(c2nc(-c3ccc(C(F)(F)F)cc3)no2)CC1
→ 12.7 | -2.6 | -0.4
> CC(C)NC(=O)CN1CCN(C(=O)CN2C(=O)[C@H](Cc3ccccc3)NC(=O)c3ccccc32)CC1
→ 0.2 | / | -10.1
> CC(=O)NC(C(=O)Nc1nc2c(C)ccc(C)c2s1)C(C)C (stereo not drawn)
→ 2.9 | / | -8.1
> COCc1ccc(C(=O)N2CCOC(CCCc3ccccc3)C2)o1 (stereo not drawn)
→ 20.8 | / | -5.9
> CCc1nn(C(C)C(=O)NC)c(=O)c2cc3occc3n12 (stereo not drawn)
→ 6.9 | -3.8 | -5.2
> O=C(NCCc1ccncc1)c1cn(CCC2CCCCC2)nn1
→ -0.7 | -3.8 | -1.6
> COc1cccc(-c2cc(C(=O)Nc3ccc(C)c(C)c3)n3nc(C(C)(C)C)cc3n2)c1
→ 6.1 | -9.2 | -4.4
> O=C(N=Nc1c(O)[nH]c2ccc(Br)cc12)C12CC3CC(CC(C3)C1)C2
→ 3.3 | / | -11.3
> COc1cccc(Oc2cnn(-c3ccccc3)c(=O)c2Nc2cccc(C(=O)NCC3CCCO3)c2)c1 (stereo not drawn)
→ 3.5 | -3.6 | -1.9
> COc1ccc(OCc2ccc(-c3nc(C#N)c(NC4CC4)o3)o2)cc1
→ 10.3 | -9.2 | -6.5
> Cc1cc(C)cc(N2CCN(C(=O)Cc3ccccc3)C(C)C2=O)c1 (stereo not drawn)
→ -8.9 | -3.4 | -1.4
> Cc1ccc2nc(-c3cccc(Cl)c3)c(NC(=O)C(C)C)n2c1
→ 1.2 | -3.8 | 0.1
> O=c1c2ccccc2nnn1CCOc1ccc2ccccc2c1
→ 13.5 | / | -4.6
> CCCCCCCC(=O)Nc1c(-c2ccc(OC)cc2)nc2ccccn12
→ -2.0 | -4.4 | -1.8
> CCC(C)C(N)C(=O)Nc1c(C)n[nH]c1C (stereo not drawn)
→ -0.1 | / | -4.6
> O=C(Nc1cccc(-c2ccc(F)cc2)c1)C1CCCN(C(=O)c2ccco2)C1 (stereo not drawn)
→ 1.6 | / | -10.2&-4.3
> CCNC(=O)CC1C(=O)N(c2ccc(C)cc2)C(=O)N1CCc1sccc1C (stereo not drawn)
→ -2.2 | -6.8 | -7.4
> COc1ccc(C(=O)C2CCCN(Cc3ccc(NC(C)=O)cc3)C2)c(C)c1 (stereo not drawn)
→ 20.0 | / | -6.1
> O=C(NCc1ccco1)C1(N2CCCCC2)Cc2ccccc2C1
→ 2.6 | / | -5.6
> O=C(NCCNc1cc(-n2cccn2)ncn1)c1ccc(F)cc1F
→ -6.6 | -6.8 | -1.8
> COC(=O)C1CC(=O)c2ccsc2C1 (stereo not drawn)
→ -5.0 | / | 4.1
> O=C(CSc1ccc(F)cc1)Nc1ccc(N2CCOCC2)cc1
→ 3.8 | -7.8 | -5.3
> COc1ccc(-c2cnc3ncnn3c2N2CCN(S(=O)(=O)c3ccc(C(F)(F)F)cc3Cl)CC2)cc1OC
→ / | -5.5 | -1.7
> S=C(NCCCN1CCOCC1)Nc1ccc(N2CCOCC2)cc1
→ 5.1 | / | 3.7
> COc1cc(OC)cc(C(=O)N(Cc2nc3cc(C)ccc3o2)C(C)C)c1
→ 3.2 | -5.1 | -5.2
> COc1ccc(C(=O)N=Nc2c(O)[nH]c3ccccc23)cc1OC
→ -3.6 | / | -1.0
> Cc1ccc(C)c(S(=O)(=O)C2(C(=O)O)CCCC2)c1
→ -6.7 | / | -1.6
> CCCCCCCCCCCCCCCCOP(=O)(O)OCC[N+](C)(C)C
→ -2.1&1.9 | / | -4.9&-1.3
> COCCNC(=O)Cc1ccc(NC(=O)c2ccc(OC)c(OC)c2OC)cc1
→ 15.7 | / | -2.2

> COc1cccc(C(=O)c2c(N)c(C(=O)Nc3cc(C)ccc3C)c3ccccn23)c1
- NPYLR7 agonist = 3.4
- mcGAS inh = -7.9
- hcGAS lum = -8.3

> O=C(Nc1ccccc1N1CCCC1=O)N1CCC(c2ccccc2)C1 (stereo not drawn)
- NPYLR7 agonist = 10.1
- mcGAS inh = -6.5
- hcGAS lum = -12.0

> COc1ccccc1NC(=O)N(Cc1ccc(OC)c(OS(C)(=O)=O)c1)C(C)C
- NPYLR7 agonist = 10.3
- mcGAS inh = -6.1
- hcGAS lum = -11.9

> O=C(CSc1nc2c([nH]c3ccccc32)c(=O)n1-c1ccc(F)cc1)Nc1nccs1
- NPYLR7 agonist = 1.0
- mcGAS inh = -6.0
- hcGAS lum = -2.4

> Cn1ccnc1C(=O)C1CCCN(C(=O)CCN2Cc3ccccc3OC(c3ccccc3)C2)C1 (stereo not drawn)
- NPYLR7 agonist = 18.3
- mcGAS inh = -10.4
- hcGAS lum = -9.4

> CCn1c(C2CCCN(C(=O)C3CCNCC3)C2)nn(CCN(C)C)c1=O (stereo not drawn)
- NPYLR7 agonist = 3.4
- mcGAS inh = /
- hcGAS lum = -0.1

> O=C(CCl)Nc1cc2c(cc1Cl)C(=O)c1ccccc1C2=O
- NPYLR7 agonist = -5.3&-2.1
- mcGAS inh = -1.3&1.2
- hcGAS lum = -5.5&4.8

> CC(NCC1CCC1)c1ccccc1 (stereo not drawn)
- NPYLR7 agonist = -7.2
- mcGAS inh = /
- hcGAS lum = -2.5

> CCCCC1C=CCN1C(=O)c1ccc(=O)[nH]c1 (stereo not drawn)
- NPYLR7 agonist = -4.8
- mcGAS inh = /
- hcGAS lum = -0.9

> CCCCN(Cc1cccn1Cc1ccc(Br)cc1)C(=O)CN(CCCOCC)C(=O)c1ccccc1C
- NPYLR7 agonist = /
- mcGAS inh = -4.8
- hcGAS lum = -3.1

Entries from the list above that have a COOH group (two):
> Cn1cccc1C=NN=C1NC(=O)C(CC(=O)O)S1 (stereo not drawn)
- NPYLR7 agonist = -8.0
- mcGAS inh = /
- hcGAS lum = -1.2

> Cc1ccc(C)c(S(=O)(=O)C2(C(=O)O)CCCC2)c1
- NPYLR7 agonist = -6.7
- mcGAS inh = /
- hcGAS lum = -1.6

Entries of single compounds, quoted from the list:
CCCCCCCCCCCCCCCCOP(=O)(O)OCC[N+](C)(C)C is listed with NPYLR7 agonist: -2.1&1.9; mcGAS inh: /; hcGAS lum: -4.9&-1.3
CCc1cc(=O)[nH]c(-n2nc(C)cc2NC(=O)C(c2ccccc2)c2ccccc2)n1 is listed with NPYLR7 agonist: 8.9; mcGAS inh: -7.2; hcGAS lum: -7.2

Next section:
> Cc1c(C(=O)OC2CCCC2C)[nH]c2c1C(=O)CCC2 (stereo not drawn)
- NPYLR7 agonist = -8.9
- mcGAS inh = /
- hcGAS lum = -0.6

> COc1cccc(N=C2NN=C(c3ccc(NC(=O)C(C)(C)C)cc3)CS2)c1
- NPYLR7 agonist = 7.7
- mcGAS inh = /
- hcGAS lum = -2.8

> c1ccc(C2CCCN2Cc2ccc3occc3c2)nc1 (stereo not drawn)
- NPYLR7 agonist = 3.5
- mcGAS inh = /
- hcGAS lum = -6.3

> CCCCN(CC(=O)Nc1cc(-c2ccccc2)nn1-c1ccc(Cl)cc1)C(=O)NCc1ccccc1
- NPYLR7 agonist = 18.8
- mcGAS inh = -3.1
- hcGAS lum = 0.8

> CN(C)c1ccc(C(C#N)=C(C#N)C#N)cc1
- NPYLR7 agonist = 8.2
- mcGAS inh = /
- hcGAS lum = -6.1

> Cc1ccc(NC(=O)CSc2ccc3nnc(-c4ccccc4)n3n2)cc1Cl
- NPYLR7 agonist = 0.8
- mcGAS inh = -3.5
- hcGAS lum = -0.3

> Cc1c(Cl)cccc1N1CN(C(=O)CN(Cc2ccccc2)C(=O)c2ccc(C(C)(C)C)cc2)CC1=O
- NPYLR7 agonist = 24.3
- mcGAS inh = -4.3
- hcGAS lum = -4.0

> C=CCO[C@H]1[C@H](NC(=O)COC)c2ccccc2C12CCN(C(=O)/C=C/c1cc(F)ccc1F)CC2
- NPYLR7 agonist = 18.7
- mcGAS inh = -10.5
- hcGAS lum = -6.4

> CC(C)(C)c1ccc(Oc2nnc(-c3ccc(F)cc3)c3ccccc23)cc1
- NPYLR7 agonist = -8.9
- mcGAS inh = -2.7
- hcGAS lum = 0.9

> Cc1c(C(=O)NCc2cccs2)sc(=O)n1Cc1ccc(S(=O)(=O)N(C)C)cc1
- NPYLR7 agonist = 15.1
- mcGAS inh = /
- hcGAS lum = -1.4

> COc1ccccc1-c1nc(COC(=O)c2nnn(-c3ccc(Cl)cc3)c2C)c(C)o1
- NPYLR7 agonist = 1.1
- mcGAS inh = -5.3
- hcGAS lum = -2.3

> CCOc1cc(CNC(=O)N2CCOC(C)C2)ccc1OC(F)F (stereo not drawn)
- NPYLR7 agonist = 1.7
- mcGAS inh = /
- hcGAS lum = -8.4

> CCN(CC)S(=O)(=O)c1ccc2c(c1)nc(SCc1c(F)ccc(F)c1Cl)n2Cc1ccco1
- NPYLR7 agonist = 17.3
- mcGAS inh = -1.1
- hcGAS lum = -2.7

> CCCc1[nH]n(-c2ccccc2)c(=O)c1/C=C1\NC(=O)N(Cc2cccc(F)c2)C1=O
- NPYLR7 agonist = 5.1
- mcGAS inh = -4.6
- hcGAS lum = -3.4

Not a retest: 5 of the compounds above.
> Cc1c(C(=O)NCc2cccs2)sc(=O)n1Cc1ccc(S(=O)(=O)N(C)C)cc1
- NPYLR7 agonist = 15.1
- mcGAS inh = /
- hcGAS lum = -1.4

> COc1ccccc1-c1nc(COC(=O)c2nnn(-c3ccc(Cl)cc3)c2C)c(C)o1
- NPYLR7 agonist = 1.1
- mcGAS inh = -5.3
- hcGAS lum = -2.3

> CCOc1cc(CNC(=O)N2CCOC(C)C2)ccc1OC(F)F (stereo not drawn)
- NPYLR7 agonist = 1.7
- mcGAS inh = /
- hcGAS lum = -8.4

> CCN(CC)S(=O)(=O)c1ccc2c(c1)nc(SCc1c(F)ccc(F)c1Cl)n2Cc1ccco1
- NPYLR7 agonist = 17.3
- mcGAS inh = -1.1
- hcGAS lum = -2.7

> CCCc1[nH]n(-c2ccccc2)c(=O)c1/C=C1\NC(=O)N(Cc2cccc(F)c2)C1=O
- NPYLR7 agonist = 5.1
- mcGAS inh = -4.6
- hcGAS lum = -3.4
